# EPAC1 antagonist = antagonists of human EPAC1. EPAC1 GEF assay, Rap1b-BODIPY-GDP exchange fluorescence. Potency, µM (highest dose often 115 µM), for inactives: at the top dose activity change, negative = inhibition, most hits filed as inhibitors. 360,000 tested, 0.14% active. AID 720709;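 also: plate controls were vehicle for no effect and positive control for full effect; nearly all actives have a fitted effect of over 50% in size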
# aSyn rescue = inhibitors of alpha-synuclein toxicity in yeast | Potency, µM (series often up to 46.1 µM), for the others: at the top dose growth rescue (activation), hits mostly activators | Yeast expressing alpha-synuclein, growth rescue, BacTiter-Glo, 24 h | 370,000 tested, 0.14% active; also: % of control where 0% means no effect; nearly all actives have a fitted effect of over 65% in size
#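 Screening used galactose-induced yeast with toxic alpha-synuclein levels, exposed to compound for 24 hr at 30 deg C. Cell growth, read with BacTiter-Glo luminescence, gave the measured signal.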
# TDP-43 yeast inh = TDP-43 toxicity inhibition in yeast | 410,000 tested, 1.8% active | Potency, µM (titrated, usually from 46.1 µM), without a hit: at the top dose growth rescue (activation), usual class: activators | TDP-43 expressing yeast growth rescue, BacTiter-Glo, 24 h; also: % of control where 0% means no effect; nearly all actives have a fitted effect of over 50% in size
#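 Growth rescue of TDP-43-toxic yeast measured as ATP luminescence (BacTiter-Glo). Cells grown to mid-log in raffinose, induced in galactose at OD600=0.02, exposed to compound 24 hr at 30 deg C.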
# EPAC2 agonist = agonists of human EPAC2 (RAPGEF4); Q8WZA2; EPAC2 activation, biochemical qHTS; response scale: 100% = 6.5 mM cAMP response; Potency, µM (titrated, usually from 154 µM), inactives show at the top dose activation, hits mostly activators; 360,000 tested, 0.079% active; AID 720711; also: nearly all actives have a fitted effect of over 50% in size
# Target sequence (Q8WZA2 whole entry, looked up): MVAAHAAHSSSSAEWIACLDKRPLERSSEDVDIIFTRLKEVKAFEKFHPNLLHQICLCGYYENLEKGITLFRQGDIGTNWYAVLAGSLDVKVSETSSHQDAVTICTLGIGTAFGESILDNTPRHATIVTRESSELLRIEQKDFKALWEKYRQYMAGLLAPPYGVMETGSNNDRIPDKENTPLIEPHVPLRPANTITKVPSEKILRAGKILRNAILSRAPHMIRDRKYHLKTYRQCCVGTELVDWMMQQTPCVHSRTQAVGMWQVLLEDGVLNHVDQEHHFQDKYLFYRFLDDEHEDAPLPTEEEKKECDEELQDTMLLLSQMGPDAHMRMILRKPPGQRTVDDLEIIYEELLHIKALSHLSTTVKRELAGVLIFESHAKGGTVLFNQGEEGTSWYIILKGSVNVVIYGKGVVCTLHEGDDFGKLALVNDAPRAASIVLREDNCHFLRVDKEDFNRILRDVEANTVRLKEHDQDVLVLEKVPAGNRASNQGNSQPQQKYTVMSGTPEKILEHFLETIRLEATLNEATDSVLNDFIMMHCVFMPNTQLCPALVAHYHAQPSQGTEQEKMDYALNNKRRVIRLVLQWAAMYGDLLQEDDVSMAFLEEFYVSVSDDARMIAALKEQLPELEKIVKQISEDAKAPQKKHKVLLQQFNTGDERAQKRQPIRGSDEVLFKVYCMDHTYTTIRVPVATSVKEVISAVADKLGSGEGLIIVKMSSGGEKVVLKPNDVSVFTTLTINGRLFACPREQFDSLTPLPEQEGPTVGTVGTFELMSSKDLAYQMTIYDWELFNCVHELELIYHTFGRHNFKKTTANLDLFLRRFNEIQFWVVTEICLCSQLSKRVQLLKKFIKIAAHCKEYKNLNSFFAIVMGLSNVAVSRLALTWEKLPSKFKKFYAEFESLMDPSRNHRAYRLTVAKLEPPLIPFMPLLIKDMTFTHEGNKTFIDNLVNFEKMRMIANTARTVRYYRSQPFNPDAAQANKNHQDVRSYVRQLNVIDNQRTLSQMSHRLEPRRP
#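 EPAC2 (100 nM) mixed with Rap1B loaded with BODIPY-GDP (250 nM) plus 50 uM unlabeled GDP; compounds pinned in, 5 min RT, then read every 5 min for 30 min (ex 480, em 540 nm). Normalized to cAMP control.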
# FUS suppressor = suppressors of FUS proteinopathy in yeast; AID 1347120; S. cerevisiae FUS-expressing, growth rescue, OD600, 24 h; 390,000 tested, 0.24% active; Potency, µM (titrated, usually from 76.6 µM), without a hit: at the highest dose growth rescue (activation), most hits filed as activators;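 also: plate controls were DMSO vehicle for no effect and reference control for full effect; nearly all actives have a fitted effect of over 55% in size; some results filed as inactive show a strong effect at the top dose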
#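 Yeast expressing FUS under galactose induction, OD 0.005 in 2% galactose medium; compounds in a dilution series, 24 h at 30C. Growth rescue by absorbance at 600 nm; CP55940 positive control, DMSO negative.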
# PTHR1 agonist = activates the human parathyroid hormone receptor PTHR1; Q03431; HEK293 GP2 PTHR1 cells, GloSensor cAMP luminescence, 1 h; Potency, µM (doses to about 115 µM), inactives show at the highest dose activation, actives largely listed as activators; 410,000 tested, 0.075% active; also: nearly all actives have a fitted effect of over 55% in size; some results filed as inactive show a strong effect at the top dose; inactives centre near -15; many of its hits are not listed in these tables
#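 HEK-293-derived GP2 cells expressing PTHR1 and a GloSensor cAMP reporter, 3,000/well, plated overnight, given luciferin plus IBMX (each 0.5 mM as added) for 1 h at 37 °C, then compound for 1 h at 37 °C. Luminescence was read after 15 min at room temperature.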
# EPAC2 antag = EPAC2 (human) antagonism. Q8WZA2. EPAC2 GEF exchange of Rap1B-BODIPY-GDP, fluorescence. Potency, µM (doses to about 114 µM), inactives show at the top dose activity, negative = inhibition, hits mostly inhibitors. 360,000 tested, 0.18% active. AID 720708; also: % is scaled to controls: 0 for no effect and ±100 for the full control effect; nearly all actives have a fitted effect of over 45% in size; many of its hits are not listed in these tables
# EPAC1 agonist = agonists of human EPAC1; AID 720707; 360,000 tested, 0.073% active; O95398; Potency, µM (highest dose often 154 µM), inactives show at the top dose activation, actives largely listed as activators; EPAC1 agonist qHTS, biochemical assay; response scale: 100% = response to 6.5 mM cAMP; also: nearly all actives have a fitted effect of over 60% in size
#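 Nucleotide exchange by EPAC1 (100 nM) on Rap1B–BODIPY-GDP (250 nM) in the presence of 50 uM GDP is tracked fluorescently at 480/540 nm over 30 min. Signals are normalized to a 6.5 mM cAMP control.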
# The depositor's hits bear a star; i = inactive; u = inconclusive; x = no result given; [ ] = another dose, or the depositor's remark. Calls follow the shape of the dose curve; as a rule, active = well fitted curve in the direction sought with a large enough effect; inconclusive = small, poorly fitted or top-dose-only effect, or another doubt; inactive = no such curve, though single readings can be large; an effect the other way counts as inactive or inconclusive. Potency is read from the fitted curve at half-maximal effect. This is a subset; count on the stated rates, not on these rows.
# Below each SMILES – FUS suppressor	EPAC2 antag	PTHR1 agonist	TDP-43 yeast inh	aSyn rescue	EPAC1 agonist	EPAC2 agonist	EPAC1 antagonist
> CCN1CCN(c2ccc(S(=O)(=O)N3CCOCC3)cc2NC(=O)C(C)Oc2ccc(Cl)cc2)CC1 (stereo not drawn)
→ 11%	-7%	i	-3%	0%	5%	1%	-2%
> Cc1cc(NC(=O)COC(=O)c2cc([N+](=O)[O-])ccc2N2CCOCC2)ccc1Br
→ u	3%	-32%[inhibitor]	u	0%	8%	18%	-15%
> COc1cccc(-c2cc(NC=O)c3ncc(-c4cccc(C(=O)N(C)C)c4)n3c2)c1
→ u	u	0%	11%	4%	1%	8%	-19%
> CC(=O)Nc1ccc(NC(=O)C(C)OC(=O)c2cc(S(=O)(=O)N(C)C)ccc2N2CCCC2)cc1 (stereo not drawn)
→ 27%	-14%	2%	0%	-6%	-2%	12%	-3%
> C#CCOCCOCCOCCNc1nc(N2CCN(C(=O)[C@H](Cc3cc4ccccc4[nH]3)n3cc([C@@H](N)C(C)CC)nn3)CC2)nc(N2CCN(C(=O)[C@H](CCCCN)n3cc([C@@H](N)CC(C)C)nn3)CC2)n1 (stereo partly drawn)
→ 30%	1%	i	19%	-4%	-3%	-1%	-2%
> Nc1ccc(-c2nc3ccccc3o2)cc1
→ -31%	7%	i	3%	18%	-3%	8%	2%
> O=C(Nc1cccc2ncccc12)c1cccc(F)c1
→ 16%	16%	-5%[57.5 µM]	-6%	-1%	-12%	0%	11%
> O=C(NCc1nc2ncc(Br)cc2[nH]1)c1ccccc1
→ 19%	2%	i	11%	-2%	-1%	-2%	6%
> O=C(Nc1cccc(-c2ccc(N3CCCCC3)nn2)c1)c1ccc(Br)o1
→ 41%	6%	-19%	11%	0%	3%	4%	4%
> CNS(=O)(=O)c1ccc(NC(=O)c2cc(-c3ccncc3)nc3ccc(Cl)cc23)cc1
→ x	30%[activator]	-9%	-11%	1%	-3%	4%	5%
> COc1ccc(S(=O)(=O)N2CCN(CC(=O)N3CCNC3=O)CC2)cc1OC
→ -42%	-10%	i	16%	-2%	0%	9%	-8%
> O=C(c1ccc(S(=O)(=O)Cc2cc(F)ccc2F)c([N+](=O)[O-])c1)N1CCOCC1
→ 4%	5%	i	20µM*	7%	11%	3%	7%
> CCCCOC(=O)C1CCCC(C)N1 (stereo not drawn)
→ 11%	1%	-10%[57.5 µM]	-8%	-7%	2%	4%	-5%
> O=S(=O)(/C=C/c1ccccc1)c1ccccc1
→ 27%	3%	-9%[57.5 µM]	29%	8%	9%	3%	-2%
> CCOC(=O)N1CCN(C(=S)NC(=O)c2c(-c3c(Cl)cccc3Cl)noc2C)CC1
→ 28%	0%	-7%	5%	3%	1%	9%	-15%
> CC(C)CNC(=O)c1ccccc1-c1ccccc1C(=O)O
→ 8%	-1%	-25%	10%	1%	0%	-7%	-12%
> Cc1nc(Cl)cc(CS(=O)(=O)c2ccc(Cl)cc2)n1
→ 3%	2%	i	2%	-9%	-3%	5%	-22%
> Cc1cc(S(=O)(=O)Nc2ccc(C(=O)NCC(c3ccccc3)N(C)C)cc2)ccc1F (stereo not drawn)
→ 2%	-1%	i	13%	-1%	3%	-13%	6%
> C=CCOc1ccc2ccccc2c1CNn1cn[nH]c1=S
→ 5%	0%	i	16%	0%	10%	11%	0%
> COc1ccc(Br)cc1S(=O)(=O)Nc1ncn[nH]1
→ -2%	8%	-5%	-8%	-5%	4%	12%	8%
> CCOC(=O)c1nc(NCc2cccc(OC)c2)c2ccccc2n1
→ -6%	-11%	i	7%	-3%	-1%	-1%	-17%
> C/C(=N/NC(=O)CSc1nc2ccccc2s1)c1ccncc1
→ 6%	3%	i	-25%	-5%	7%	9%	-17%
> Cc1ccccc1NC(=O)C1CC(=O)OC12CCOC(C)(C)C2 (stereo not drawn)
→ 4%	8%	-37%[inhibitor]	-17%	2%	10%	11%	4%
> CCCNC(=S)N1CCC(c2nc3cc(C)c(C)cc3[nH]2)CC1
→ -12%	3%	i	-25%	1%	1%	7%	5%
> O=C(COc1nc2ccccc2nc1N1CCOCC1)Nc1cccc(S(=O)(=O)N2CCCCC2)c1
→ x	-5%	i	11%	1%	2%	-1%	4%
> CO/N=C/C(=N\Nc1ccc(OC)cc1)C(=O)c1ccc(OC)cc1
→ 9%	-3%	-6%[57.5 µM]	-3%	2%	2%	18%	-13%
> COC(=O)C1=C(C)N(CCCC(=O)O)C(=O)NC1c1ccc(OC)cc1 (stereo not drawn)
→ -2%	4%	-17%	18%	0%	4%	0%	17%
> Cc1cc(C)n(Cc2ccc(C(=O)NCc3ccco3)o2)n1
→ 4%	-4%	-26%[57.5 µM]	-4%	-1%	-5%	7%	-6%
> COc1ccc2c(c1)c(CC(=O)OC(C)C(=O)N(C)C)c(C)n2C(=O)c1ccc(Cl)cc1 (stereo not drawn)
→ u	-3%	-21%	7%	0%	10%	14%	u
> CCN1CCN(C(=O)NCc2ccccc2)CC1
→ -10%	6%	i	-23%	1%	-5%	1%	4%
> COc1ccc(NC(=O)NCCN2C(=O)C3C4C=CC(C4)C3C2=O)cc1 (stereo not drawn)
→ -23%	2%	i	11%	-3%	-4%	-4%	-9%
> O=C(CSc1nnnn1C1CCCC1)N1CCCCC1
→ 14%	-2%	i	-1%	1%	9%	4%	-10%
> O=C(Nc1c(F)cc(F)cc1Br)c1cc(-c2ccco2)on1
→ 23%	4%	-28%[57.5 µM]	-3%	5%	5%	-4%	0%
> COc1cc(Cl)ccc1OCc1cc(C(=O)NC(C)Cc2cccnc2)no1 (stereo not drawn)
→ x	1%	-19%	6%	0%	4%	-1%	0%
> Cc1cc(C)c2c(NC(=S)Nc3ccccc3)n[nH]c2n1
→ 22%	12%	-2%	u	-7%	-3%	8%	-3%
> CSCCC(NC(=O)c1ccc(Cl)c([N+](=O)[O-])c1)C(=O)N1CCN(C/C=C/c2ccccc2)CC1 (stereo not drawn)
→ 10%	-9%	-32%[inhibitor]	6%	0%	5%	-1%	-6%
> CC1CC1C(=O)Nc1cc(S(=O)(=O)N2CCOCC2)ccc1N1CCCC1 (stereo not drawn)
→ 12%	-1%	-38%[inhibitor]	16%	2%	-4%	2%	-14%
> CCCCn1c(SCc2nc(N)nc(Nc3ccccc3C)n2)nc2ccccc2c1=O
→ 28%	-1%	-14%[57.5 µM]	u	-3%	15%	15%	-7%
> COc1cccc(CNC(=O)COC(=O)c2ccc(Cl)s2)c1
→ 19%	4%	i	-10%	-4%	-4%	-1%	1%
> COc1cccc(C(=O)COc2ccc3c(C)cc(=O)oc3c2)c1
→ -17%	-13%	i	7%	4%	-1%	-3%	8%
> O=C1c2ccccc2/C(=C\c2ccc3[nH]ccc3c2)N1c1ccccc1
→ 39%	-2%	-12%	u	-22%	11%	13%	-4%
> CC(NC(=S)Nc1ccc(Cl)cc1Cl)C(c1cccs1)N1CCCC1 (stereo not drawn)
→ x	-20%	-18%	12%	1%	3%	14%	-20%
> O=C1C2C3CCC(C3NCc3ccccc3)C2C(=O)N1Cc1ccccc1 (stereo not drawn)
→ 21%	-3%	-27%[57.5 µM]	u	8%	0%	14%	u
> CS(=O)(=O)Nc1cccc(C2=NN(C(=O)c3ccccc3Cl)C(c3ccccc3O)C2)c1 (stereo not drawn)
→ x	-3%	-8%	3%	-2%	-5%	-5%	-25%
> COc1cccc(NC(=O)CNc2cc(S(=O)(=O)N3CCOCC3)ccc2N2CCCC2)c1
→ 21%	1%	-37%[inhibitor]	10%	6%	3%	4%	3%
> COc1ccc(-c2noc(CCC(=O)NCc3cccnc3)n2)cc1
→ 12%	0%	17%[57.5 µM]	0%	3%	3%	6%	2%
> Cc1c(C(=O)NC(=S)Nc2ccc(NC(=O)c3cccs3)cc2)cccc1[N+](=O)[O-]
→ -8%	-1%	-7%	16%	2%	11%	9%	7%
> COc1ccc([C@@H]2[C@@H]3C(=O)N(C(C)(C)C)C(=O)[C@@H]3[C@]3(Cc4ccc(Cl)cc4)C(=O)N(c4ccc(Br)cc4)C(=O)N23)cc1
→ 18%	0%	-8%	19%	6%	-17%	1%	-11%
> O=C(CNC(=O)c1ccc(Br)o1)Nc1cccc(S(=O)(=O)N2CCOCC2)c1
→ 28%	-1%	i	13%	3%	3%	-1%	-8%
> O=C(c1ccccc1)c1nccn1-c1ccc(Cl)nn1
→ 14%	2%	i	17%	-2%	11%	13%	-1%
> COCCN1C(=O)c2cc(C(=O)Nc3ccc(C)c(F)c3)ccc2C1Nc1ccc(C)c(F)c1 (stereo not drawn)
→ -12%	1%	-15%	-5%	-3%	-13%	-4%	-13%
> Cc1ccc(S(=O)(=O)NCCC(=O)N2CCN(S(=O)(=O)c3cccc(F)c3)CC2)cc1C
→ 13%	-13%	-3%	2%	2%	3%	13%	-1%
> O=C(NCCCN1CCOCC1)c1ccc(S(=O)(=O)Nc2ccccc2)cc1
→ 9%	-5%	-42%[inhibitor]	-4%	0%	-3%	9%	-5%
> CCOc1ccc2c(c1)c(N=NC(=N)N)c(O)n2C
→ 21%	3%	-21%	-9%	12%	1%	9%	2%
> COc1ccccc1C(=O)C1CCCN(C(=O)Nc2ccccc2F)C1 (stereo not drawn)
→ -17%	5%	-15%	u	1%	-3%	0%	-8%
> Oc1ccc(/C=N/Nc2nc(-c3cccnc3)nc3ccccc23)c(O)c1
→ 32%	3%	i	-13%	-16%	13%	8%	-21%
> COc1cccc(NC(=O)CC2COc3ccccc3O2)c1 (stereo not drawn)
→ 3%	-11%	i	28%	-3%	2%	7%	-25%
> CCCNS(=O)(=O)c1ccc(CCC(=O)N2CCCCC2)cc1
→ 9%	6%	i	5%	0%	2%	-7%	-1%
> CC1(C)CC(=O)c2cc(C(=O)O)c(=O)n(-c3ccccc3)c2C1
→ 7%	2%	i	-19%	-2%	3%	3%	-9%
> c1ccc(C2=NNC(c3ccco3)=Nc3ccccc32)cc1
→ 10%	-9%	-21%	2%	-9%	14%	12%	-29%

# One compound at a time (already shown). Order of values: FUS suppressor	EPAC2 antag	PTHR1 agonist	TDP-43 yeast inh	aSyn rescue	EPAC1 agonist	EPAC2 agonist	EPAC1 antagonist
# COc1cccc(NC(=O)CC2COc3ccccc3O2)c1 (stereo not drawn) is listed as 3%	-11%	i	28%	-3%	2%	7%	-25%
# COc1ccc(-c2noc(CCC(=O)NCc3cccnc3)n2)cc1 is listed as 12%	0%	17%[57.5 µM]	0%	3%	3%	6%	2%

# Bioassay records: PubChem BioAssay, National Center for Advancing Translational Sciences (NCATS)
